# TNAP act hiacc: TNAP (human) activation, high acceptor | P05186 | purified TNAP, CDP-star luminescence, 1 M DEA, 30 min; active compounds read high; 0 = EDTA background, 1 = DMSO-only activity | activation factor at 20 µM | 200,000 tested, under 10 active | AID 1136;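 active = activation factor at least 2 at 20 µM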
# Target sequence (P05186 whole entry, looked up): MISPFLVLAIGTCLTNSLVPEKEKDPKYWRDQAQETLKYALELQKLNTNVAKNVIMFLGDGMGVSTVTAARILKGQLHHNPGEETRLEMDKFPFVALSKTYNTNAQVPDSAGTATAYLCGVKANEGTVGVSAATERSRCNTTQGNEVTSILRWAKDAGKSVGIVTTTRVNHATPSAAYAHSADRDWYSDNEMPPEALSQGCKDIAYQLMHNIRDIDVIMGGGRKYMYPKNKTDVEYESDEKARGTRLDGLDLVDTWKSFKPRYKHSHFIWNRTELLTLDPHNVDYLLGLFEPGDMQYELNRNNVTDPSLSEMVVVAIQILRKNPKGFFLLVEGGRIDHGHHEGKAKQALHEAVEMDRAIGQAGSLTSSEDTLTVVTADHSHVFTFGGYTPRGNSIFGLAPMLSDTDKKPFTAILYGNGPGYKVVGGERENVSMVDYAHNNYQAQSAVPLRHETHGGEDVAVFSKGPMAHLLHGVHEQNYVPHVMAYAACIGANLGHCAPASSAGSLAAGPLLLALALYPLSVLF
#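 system = human TNAP | amount = enzyme diluted 1/800 final | reagent = 100 µM CDP-star substrate | signal = luminescent substrate turnover signal | dosing = one dose, 20 µM | benchmarks = EDTA negative control, DMSO positive control | measure = activation factor | timing = 30 min reaction, room temperature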
# TR-FRET SRC-2 ct: TR-FRET artefact, counter-screen to PPARgamma/SRC-2 agonist assay. AID 1049. hit rate 0.4% among 200,000. active compounds read high. TR-FRET ratio at 8 µM; in the data active = TR-FRET ratio above about 2000; also: inactives centre near 1500
# bIAP act: intestinal alkaline phosphatase (bovine) activation; purified bovine IAP, CDP-star luminescence, 30 min; active compounds read high; fold of DMSO-control signal, blank-subtracted; activation factor at 20 µM; hit rate 0.17% among 200,000; AID 1016;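 active = activation factor of 2 or more at 20 µM, a signal rise over negative controls twice the positive control's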
# bIAP inhibitor: blocks bovine intestinal alkaline phosphatase activity; purified bovine IAP, CDP-star luminescence, 30 min; inhibition, % at 20 µM; 190,000 tested, under 10 active; AID 1019;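 active = over 50% inhibition of intestinal alkaline phosphatase at 20 µM in the single-dose screen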
#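 Assay system: bovine IAP enzyme; medium: DEA buffer 100 mM, pH 9.8, with MgCl2 1.0 mM, ZnCl2 0.02 mM; doses: 20 µM single dose; incubation: enzyme reaction for 30 min at room temperature; detection: CDP-star luminescence signal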
# PPARg SRC3 recr: agonists of human PPARgamma SRC-3 coactivator recruitment | biochemical PPARgamma/SRC-3 coactivator recruitment assay | hit rate 0.26% among 200,000 | AID 731 | activation, % at 8 µM; in the data active = activation above about 23%;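 also: 0% = DMSO and 100% = reference agonist; some compounds past the cut are filed as inactive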
# Target sequence (P37231 whole entry, looked up): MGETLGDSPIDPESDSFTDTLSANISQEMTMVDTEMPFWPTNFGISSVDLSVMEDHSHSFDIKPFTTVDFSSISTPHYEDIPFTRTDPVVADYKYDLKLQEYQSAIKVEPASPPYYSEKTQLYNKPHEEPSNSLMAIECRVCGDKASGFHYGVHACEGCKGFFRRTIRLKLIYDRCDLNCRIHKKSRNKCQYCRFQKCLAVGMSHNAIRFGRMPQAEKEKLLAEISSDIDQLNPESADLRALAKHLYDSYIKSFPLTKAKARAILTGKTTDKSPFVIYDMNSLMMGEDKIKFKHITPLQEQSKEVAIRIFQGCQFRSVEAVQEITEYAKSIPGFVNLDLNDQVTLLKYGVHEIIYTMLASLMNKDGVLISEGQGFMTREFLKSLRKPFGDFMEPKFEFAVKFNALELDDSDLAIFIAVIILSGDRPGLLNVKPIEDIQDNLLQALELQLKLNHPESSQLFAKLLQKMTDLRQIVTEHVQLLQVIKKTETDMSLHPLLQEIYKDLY
# STAT1 inh: STAT1 signaling inhibition. NIH 3T3 STAT1-luciferase reporter, IFN-gamma, luminescence. inhibition, % at 5.5 µM. hit rate 0.35% among 200,000;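 active = inhibition above a set limit, the mean inhibition across all tested compounds plus 3 SD, cut at about 34% in these data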;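 also: 0% = IFN-gamma with DMSO and 100% = IFN-gamma with 300 µM nifuroxazide; values of inactives mirror those of a sister screen read the other way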
# STAT3 act: activators of IL-6 induced STAT3 signaling; activation (% of control), % at 5.6 µM; U3A cells, IL-6 STAT3-luciferase reporter, luminescence; 100% = signal with IL-6 EC80 alone; hit rate 0.91% among 190,000;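 active = activation above the screen-wide mean of compound activation plus 3 SD, cut at about 130% in these data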;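 also: 0% = background luminescence of wells with medium and substrate only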
#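 Material: human U3A cells carrying STAT3-luciferase construct. Measured by: reporter luminescence signal. Timing: compound 1 h, then IL-6 6 h at 37 °C.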
# STAT3 blocker: STAT3 signaling inhibition. AID 862. inhibition, % at 5.5 µM. U3A cells, IL-6 STAT3-luciferase reporter, luminescence; host cell line lacks STAT1. hit rate 0.89% among 190,000;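 active = inhibition above the mean inhibition across all screened compounds plus 3 SD, cut at about 44% in these data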;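 also: 0% = DMSO only wells and 100% = 100 µM nifuroxazide control wells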
# PPARg SRC-1 ag: PPARgamma-driven SRC-1 recruitment agonism | P37231 | PPARgamma-SRC-1 coactivator recruitment biochemical assay | activation, % at 8 µM | hit rate 0.41% among 200,000 | AID 631; in the data active = activation above about 19%;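 also: 0% = DMSO and 100% = reference agonist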
# PPARg SRC2 recr: PPARgamma-driven SRC-2 recruitment agonism; P37231; PPARgamma LBD-SRC-2 recruitment, biochemical; activation, % at 8 µM; hit rate 0.34% among 200,000; in the data active = activation above about 22%;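 also: 0% = vehicle and 100% = reference agonist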
# ROMK mod: modulators of human ROMK potassium channel | P48048 | Tet-inducible ROMK, thallium flux fluorescence; actives lie on both sides | B-score at 10 µM | hit rate 2% among 130,000 | AID 1918;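 active = signal ratio slope over the read window, or its plate-corrected B-score, at least 3 SD from the plate mean, either direction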;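 also: B-score of the F/F0 ratio slope over 7 to 12 s after thallium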
# Numbers without * were called inactive; x = not tested or not shown.
SMILES,TNAP act hiacc,TR-FRET SRC-2 ct,bIAP act,bIAP inhibitor,PPARg SRC3 recr,STAT1 inh,STAT3 act,STAT3 blocker,PPARg SRC-1 ag,PPARg SRC2 recr,ROMK mod
c1ccc(CCNc2ncnc3ccccc23)cc1,1,1648,0.9,5,8,-3,26,90*,6,6,-3.7*
CSCCC(NC(=O)c1cccc([N+](=O)[O-])c1)c1nc2ccccc2[nH]1 (centres undefined),1,1433,0.9,12,3,4,105,-2,5,11,1.5
Cc1ccc(Cn2nc(C)c(NC(=O)c3cc(C)no3)c2C)cc1,1,1656,1,4,-6,-1,99,6,4,1,x
Cc1cc(C)c2sc(NNC(=O)c3ccc(S(=O)(=O)N4CCc5ccccc5C4)cc3)nc2c1,1,1493,0.9,11,0,-15,88,14,1,4,0.88
C=C(C)CN1C(=O)C(O)(CC(=O)c2ccc3c(c2)OCCO3)c2ccccc21 (centres undefined),1,1388,0.8,16,5,9,95,9,-8,3,0.12
Cc1ccc(S(=O)(=O)O/N=C2\CCCc3ccccc32)cc1,1,1641,0.5,x,6,-1,121,-20,-2,14,0.69
CCn1c(SC)nnc1-c1sc2cc(Cl)ccc2c1Cl,1,1553,0.9,6,-1,-10,79,27,8,4,-1.3
COc1cccc(OCC(O)CN2CCN(c3ncccn3)CC2)c1 (centres undefined),1,1601,1.1,-12,0,-16,104,-2,7,5,x
O=C(c1ccccc1)c1cc2ccc(O)cc2oc1=O,1,1532,0.8,18,-3,-5,104,0,4,-7,x
COC(=O)c1cccc(S(=O)(=O)N(Cc2ccco2)Cc2cc3cc(OC)c(OC)cc3[nH]c2=O)c1,1,1574,1,2,2,-1,103,2,4,-3,0.21
CCCCC1(C)OC(=O)C(=Cc2c[nH]c3ccccc23)C(=O)O1 (centres undefined),1,1636,1,1,-4,7,79,28,14,4,1
C[N+]12CCC(CC1)C(OC(=O)C(O)(c1ccccc1)c1ccccc1)C2 (centres undefined),1.1,1480,0.9,7,1,-1,101,1,9,5,x
O=C(CSc1nnc(-c2cccnc2)n1Cc1ccccc1)NCc1ccco1,1.1,1528,1,4,-2,-3,108,-6,-4,1,x
O=C(NCCNS(=O)(=O)c1ccccc1Cl)c1cc(OCC(F)(F)F)ccc1OCC(F)(F)F,1.1,1741,1,2,2,-6,103,-4,7,6,x
CC1(C)NC(=O)N(CCCCOc2ccc(Cl)cc2)C1=O,1,1280,0.8,16,-7,3,105,0,0,-4,-0.31
N#Cc1ccc(-c2csc(NNC(=O)c3ccccc3)n2)cc1,1,1491,1,-1,-8,-5,94,15,-1,-3,x
CCN1CCN(c2cc(SC(C)C)nc(-c3ccc(OC)cc3)n2)CC1,1,1458,1.1,-14,-4,-18,93,15,1,-4,-0.075
O=C(O)CCC(CNS(=O)(=O)c1ccccc1)C(F)(F)F (centres undefined),1.1,1805,1,0,6,11,98,7,10,13,-0.00022
CCCCSc1nc(NCc2ccco2)c2c3c(sc2n1)COC(C)(C)C3,1,1439,1.1,-8,2,-1,110,-9,0,6,x
CC(=O)c1ccc(OCC(O)CN2CCN(CCN3C(=O)c4cccc5cccc(c45)C3=O)CC2)cc1 (centres undefined),1,1595,0.8,16,2,-21,94,9,7,9,x
COc1ccc2nc(NC(=O)CS(=O)(=O)Cc3ccccc3)sc2c1,1,1681,1.2,-19,3,-12,96,8,1,3,-0.26
COC(=O)c1ccc(-c2ccc(C(=O)N3CCCN(C)CC3)cc2)cc1,1,1635,1,2,0,-7,106,0,-3,3,x
CC(=O)Nc1ccc(SCC(=O)N(C)C2CCS(=O)(=O)C2)cc1 (centres undefined),1,1536,1,-1,-1,-6,100,3,6,-1,0.00034
CSCCC(NC(=O)c1cccc([N+](=O)[O-])c1)C(=O)O (centres undefined),1,1565,1,5,9,-7,106,-9,14,3,x
NC(=O)CSc1nnc(COc2ccccc2)n1Cc1ccco1,1,1440,1,4,0,-2,105,-5,0,8,0.69

# Fetched one by one from above, four records:
SMILES,TNAP act hiacc,TR-FRET SRC-2 ct,bIAP act,bIAP inhibitor,PPARg SRC3 recr,STAT1 inh,STAT3 act,STAT3 blocker,PPARg SRC-1 ag,PPARg SRC2 recr,ROMK mod
O=C(CSc1nnc(-c2cccnc2)n1Cc1ccccc1)NCc1ccco1,1.1,1528,1,4,-2,-3,108,-6,-4,1,x
N#Cc1ccc(-c2csc(NNC(=O)c3ccccc3)n2)cc1,1,1491,1,-1,-8,-5,94,15,-1,-3,x
CC(=O)Nc1ccc(SCC(=O)N(C)C2CCS(=O)(=O)C2)cc1 (centres undefined),1,1536,1,-1,-1,-6,100,3,6,-1,0.00034
O=C(NCCNS(=O)(=O)c1ccccc1Cl)c1cc(OCC(F)(F)F)ccc1OCC(F)(F)F,1.1,1741,1,2,2,-6,103,-4,7,6,x

# Back to the main list, repeating the two entries before the break.
SMILES,TNAP act hiacc,TR-FRET SRC-2 ct,bIAP act,bIAP inhibitor,PPARg SRC3 recr,STAT1 inh,STAT3 act,STAT3 blocker,PPARg SRC-1 ag,PPARg SRC2 recr,ROMK mod
CSCCC(NC(=O)c1cccc([N+](=O)[O-])c1)C(=O)O (centres undefined),1,1565,1,5,9,-7,106,-9,14,3,x
NC(=O)CSc1nnc(COc2ccccc2)n1Cc1ccco1,1,1440,1,4,0,-2,105,-5,0,8,0.69
O=C(Cn1cccc1C(=O)c1ccccc1)NCc1cccnc1,1.1,1704,0.9,9,-3,0,99,8,3,3,x
Cc1c(NC(=O)Cc2ccccc2)cccc1C(=O)NN1C(=O)c2ccccc2C1=O,1,1551,0.9,13,-2,-1,100,-1,1,6,x
Cc1cc(NS(=O)(=O)c2ccc(Cl)cc2)nn1CC(=O)NCc1ccco1,1,1312,1,-3,-8,-5,102,1,0,-1,0.13
CCOCCc1nnc(NC(=O)c2cc(OC)c(OC)c(OC)c2)s1,1,1505,1,-2,-7,-1,101,9,6,-5,x
O=C(Cc1ccccc1)Nc1cccc(C(=O)O)c1O,1,1432,1,-1,0,-4,104,2,-2,-1,0.96
CCc1c(C)nn(C(=O)/C(C#N)=C\N(C)C)c1C,1,1615,0.9,8,5,2,104,5,-3,8,-0.019
COc1cc(C2Nc3cc(Cl)c(S(N)(=O)=O)cc3S(=O)(=O)N2)cc(OC)c1OC (centres undefined),1,1568,0.4,x,-6,-5,101,3,1,-4,x
CC(=O)NCC(=O)N(C)C(C(=O)Nc1ccc2c(c1)OCCO2)c1ccccc1 (centres undefined),1,1513,1,0,-3,-5,99,7,2,3,x
CN1CCCN(C(=O)/C=C/c2ccc(F)cc2)CC1,1,1441,0.9,11,2,-1,91,7,-4,-2,x
CCOC(=O)C1=C(C)N(c2ccc(C)cc2)C(=O)/C1=C\c1cccs1,1,1608,0.9,6,0,-9,92,16,7,0,0.46
CCOc1c(Cl)cc(C(=O)NCCN2CCCCC2)cc1Cl,1,1437,1,-4,-1,5,105,-4,-2,-5,x
CCn1c(NCc2ccc(N(C)C)cc2)nc2ccccc21,1,1738,0.9,13,-1,4,102,1,4,4,0.71
Cc1ccccc1/C(N)=N/OC(=O)N1c2ccccc2Sc2ccccc21,1,1684,1.1,-8,0,-2,97,8,2,18,-1.6
COc1ccc2c(C)cc(=O)oc2c1C,1.1,1424,0.8,20,-8,-1,92,13,-2,1,x
O=C(CCCSc1nc2ccccc2[nH]1)NCc1ccccc1F,1,1536,0.9,7,2,2,102,2,6,2,-1.1
CCOc1ccccc1C(=O)Nc1cccc(-c2ccc3nncn3n2)c1,1,1453,0.9,7,-2,8,81,31,-4,0,0.021
O=C(Nc1ccc(C(=O)N2CCOCC2)cc1)c1cnn2c(C(F)F)cc(-c3ccccc3)nc12,1.1,1726,1.1,-12,3,-6,97,7,-1,2,-0.33
C/C(=N/N=C/c1ccc(N(C)C)cc1)c1ccccc1,1,1477,0.9,9,-5,-37,100,0,-2,-5,x
N#CC1=C(N)N(c2ccc(F)cc2)C(=O)C1,1,1520,1,4,-6,8,92,18,4,-7,x
CCN=C(NS(=O)(=O)c1ccc(Br)cc1)c1ccc(Cl)cc1,1,1906,1,0,5,-1,104,-3,6,18,0.018
COC(=O)c1nn(-c2ccccc2)c(=O)cc1Oc1ccc(Cl)cc1,1.1,1516,0.9,6,0,-4,99,2,7,5,x
COc1ccc(CC(=O)NC2CCN(CC(=O)N3CCCc4ccccc43)CC2)cc1OC,1,1594,1.1,-6,2,0,99,2,1,-1,x
Cc1c(S(=O)(=O)Nc2cc(Cl)ccc2Cl)c(=O)n(C)c(=O)n1C,1,1468,1,4,2,6,103,6,3,11,x
Cc1ccc(-c2noc(C3CCCN(C(=O)c4ccc(F)cc4F)C3)n2)cc1 (centres undefined),1,1541,1,-1,-1,-12,94,6,4,3,-3
CC(/C=N/Nc1nnc2c(n1)[nH]c1ccccc12)=C\c1ccco1,1,1692,0.9,11,3,-16,104,-4,8,15,1.3

# Following part
SMILES,TNAP act hiacc,TR-FRET SRC-2 ct,bIAP act,bIAP inhibitor,PPARg SRC3 recr,STAT1 inh,STAT3 act,STAT3 blocker,PPARg SRC-1 ag,PPARg SRC2 recr,ROMK mod
CCCCNC(=O)CC(NS(=O)(=O)c1ccc(C)cc1)c1ccco1 (centres undefined),1,1691,0.9,11,4,-1,91,16,-4,10,x
N#Cc1cc(S(=O)(=O)c2ccccc2)c(N)[nH]c1=O,1.1,1623,1.1,-8,2,2,101,2,2,9,x
Cc1ccnc(NS(=O)(=O)c2ccc(NC(=O)C3COc4ccccc4O3)cc2)n1 (centres undefined),1,1610,1.1,-6,4,7,96,12,0,13,-0.18
COc1ccc(N/N=C(/C#N)S(=O)(=O)c2nsc(C)c2C#N)cc1,1.1,1550,0.9,7,3,4,105,-4,5,2,-0.45
Cc1nnc(SCC(=O)N2CCc3ccccc3C2)s1,1,1483,0.9,5,-4,0,90,9,9,4,0.31
CSc1ccc(Cl)c(C(=O)NC2CCCC2)c1,1,1479,0.8,19,-6,-2,102,1,5,6,-0.23
O=C(Oc1ccnc2cc(Cl)ccc12)N1CCOCC1,1,1442,0.9,10,-7,4,98,8,1,-3,x

# 3 entries already listed, sorted by count of non-hydrogen atoms, falling:
SMILES,TNAP act hiacc,TR-FRET SRC-2 ct,bIAP act,bIAP inhibitor,PPARg SRC3 recr,STAT1 inh,STAT3 act,STAT3 blocker,PPARg SRC-1 ag,PPARg SRC2 recr,ROMK mod
CCCCNC(=O)CC(NS(=O)(=O)c1ccc(C)cc1)c1ccco1 (centres undefined),1,1691,0.9,11,4,-1,91,16,-4,10,x
COc1ccc(N/N=C(/C#N)S(=O)(=O)c2nsc(C)c2C#N)cc1,1.1,1550,0.9,7,3,4,105,-4,5,2,-0.45
Cc1nnc(SCC(=O)N2CCc3ccccc3C2)s1,1,1483,0.9,5,-4,0,90,9,9,4,0.31

# Source: PubChem BioAssay (several laboratories)
